RORgamma inh: ROR gamma (mouse) transcription inhibition; Drosophila S2 Gal4-RORgamma UAS-luciferase reporter, 20 h; Potency, µM (series often up to 53.6 µM), inactives show at the highest dose activity change, negative = inhibition, actives largely listed as inhibitors; actives 5.4% (n = 310,000); also: nearly all actives have a fitted effect of over 60% in size
Target sequence (P51450 whole entry, looked up, the tested form may be a part): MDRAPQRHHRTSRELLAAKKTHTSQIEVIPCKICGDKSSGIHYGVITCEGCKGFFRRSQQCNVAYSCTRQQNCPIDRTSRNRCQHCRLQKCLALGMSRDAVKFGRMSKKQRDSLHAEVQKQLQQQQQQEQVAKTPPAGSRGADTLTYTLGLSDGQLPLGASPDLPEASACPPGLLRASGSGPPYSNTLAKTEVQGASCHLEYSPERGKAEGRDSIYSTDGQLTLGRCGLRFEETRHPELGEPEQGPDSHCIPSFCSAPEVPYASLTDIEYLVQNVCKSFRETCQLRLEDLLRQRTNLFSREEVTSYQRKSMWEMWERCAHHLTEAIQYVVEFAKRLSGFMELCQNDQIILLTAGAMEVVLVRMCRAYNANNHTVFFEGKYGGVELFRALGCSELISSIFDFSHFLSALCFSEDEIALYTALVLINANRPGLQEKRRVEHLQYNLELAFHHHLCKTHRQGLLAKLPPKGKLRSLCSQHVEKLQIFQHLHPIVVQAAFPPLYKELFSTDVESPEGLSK
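Drosophila Schneider cells stably carrying a metallothionein-driven Gal4 DBD–ROR gamma fusion and a UAS-Photinus luciferase reporter were exposed to compound for 1 hr, then induced with copper sulfate (700 uM final) for 20 hr at ambient temperature before luminescence reading.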
VP16 counter: counter-screen for ROR gamma inhibitors: Gal4-VP16 reporter; Potency, µM (highest dose often 53.6 µM), for inactives: at the top dose activity, negative = inhibition, actives largely listed as inhibitors; AID 2546; actives 3.5% (n = 310,000); Drosophila S2 Gal4-VP16 UAS-luciferase, luminescence, 20 h;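 also: Gal4-VP16 expression switched on by copper sulfate through the metallothionein promoter; nearly all actives have a fitted effect of over 50% in size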
MBNL1 CUG block: blocks human MBNL1 binding to CUG repeat RNA; Q9NR56; actives 0.036% (n = 280,000); Potency, µM (titrated, usually from 57.5 µM), inactives show at the top dose activity change, negative = inhibition, hits mostly inhibitors; TR-FRET MBNL1-His/biotin-(CUG)12 binding, 665/545 ratio; active = well fitted inhibition curve with a large enough effect in the signal ratio, with a control signal flat, not every such curve was filed as active; inconclusive = small, poorly fitted or top-dose-only effect, or effect the other way, or a change in a side signal; inactive = no such curve, though single readings can be large or run the other way; the % refers to the signal ratio
Target sequence (Q9NR56 whole entry, looked up): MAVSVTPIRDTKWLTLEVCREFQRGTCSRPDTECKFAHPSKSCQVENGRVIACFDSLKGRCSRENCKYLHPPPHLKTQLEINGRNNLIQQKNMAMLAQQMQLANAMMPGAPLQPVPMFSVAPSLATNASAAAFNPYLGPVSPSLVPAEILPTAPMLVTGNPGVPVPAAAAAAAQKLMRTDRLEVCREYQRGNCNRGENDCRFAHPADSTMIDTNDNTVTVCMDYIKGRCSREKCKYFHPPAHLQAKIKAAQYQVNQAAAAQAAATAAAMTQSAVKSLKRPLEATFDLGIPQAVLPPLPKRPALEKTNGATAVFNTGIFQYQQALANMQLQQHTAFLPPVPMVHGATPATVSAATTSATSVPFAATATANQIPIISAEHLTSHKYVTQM
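TR-FRET between His-tagged MBNL1 and biotin-(CUG)12 RNA, detected with Tb anti-His antibody (0.055 ng/ul) and streptavidin-XL665 (5 nM), 60 min at room temperature. Compounds titrated 92 nM to 58 uM; 665/545 nm ratio normalized to buffer and complex controls.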
An asterisk follows results filed as active; ? = inconclusive; . = not tested or not shown; & = joins results of further samples; [ ] = remark or other dose. Unless noted, calls follow the shape of the dose curve; as a rule, active = well fitted curve in the direction sought with a large enough effect; inconclusive = small, poorly fitted or top-dose-only effect, or another doubt; inactive = no such curve, though single readings can be large; an effect the other way counts as inactive or inconclusive. % is scaled to controls: 0 for no effect and ±100 for the full control effect; potency is read from the fitted curve at half-maximal effect.

Results follow in this order: RORgamma inh, VP16 counter, MBNL1 CUG block
1. CC(C)CNc1nc(C#N)nc(Nc2ccccc2)n1
  ., -18.9%, .
2. CC(O)[C@@H](O)[C@H]1CNc2nc(N)[nH]c(=O)c2N1 (stereo partly drawn)
  ., ., ?
3. CCCCC[C@H](O)/C=C/C=C\CCCCCCCC(=O)O
  -7.5%, -3.2%, .
4. CC(=O)N1CCC[C@@]2(CCN(Cc3nccs3)C2)C1
  -9.3%, 0.9%, .
5. CCCCn1c(=O)c2[nH]c(C34CC5CC(CC3C5)C4)nc2n(CCCO)c1=O
  ?, -16.7%, .
6. COC(=O)[C@@H]1C[C@H]1[C@@H](NS(=O)(=O)c1ccc(-c2ccccc2)cc1)c1ccccc1
  34.8%, -8.0%, .
7. O=C(CN1CCN(Cc2ccc3c(c2)OCO3)CC1)N1c2ccccc2Sc2ccccc21
  -32.1%, 11.4%, .
8. CN(C)c1ncnc2ccc(-c3cccc(NS(C)(=O)=O)c3)cc12
  ?, -9.4%, .
9. CC(O)C#C[Si](C)(C)c1ccccc1 (stereo not drawn)
  -1.0%, -0.7%, .
10. CC(=O)OC[C@@H]1O[C@H](C/C=N\OC[C@@H](C)[C@H](OCc2ccccc2)C(C)C)C=C[C@@H]1OC(C)=O
  -6.4%[10 µM], -2.0%[10 µM], .
11. COCCn1c(=O)c(-c2cc(F)cc(F)c2)nc2cnc(N3CCN(C)CC3)nc21
  -3.8%, -4.6%, .
12. C=COCC1CN2C(CCC(C)C2c2ccc(Br)cc2)C(=O)O1 (stereo not drawn)
  -16.6%&-19.9%[10 µM], 3.4%&-6.1%[10 µM], .
13. CC1CCC(C(C)C)[C@H](O)C1 (stereo partly drawn)
  13.1%, -12.6%, .
14. COc1ccc2[nH]cc(CCNc3ncncc3-c3ccccc3CN(C)C)c2c1
  25.1%, -0.1%, .
15. CCC(C)c1cc([N+](=O)[O-])cc([N+](=O)[O-])c1OC(C)=O (stereo not drawn)
  -10.8%, 0.8%, .
16. C=C[C@@H](C)[C@](C)(O)c1ccccc1
  -12.0%, 3.6%, .
17. O=C(c1cccc(F)c1)N1CCC2(CC1)CCN(C(c1ccccc1)c1ccccc1)CC2
  13.4%, 4.4%, .
18. O=S(=O)(c1ccccc1)N1CCC2(CC1)CN(c1ccncc1)C2
  -10.5%, 2.9%, .
19. O=C(O)c1ccc(-c2c3nc(c(-c4ccc(C(=O)O)cc4)c4ccc([n-]4)c(-c4ccc(C(=O)O)cc4)c4nc(c(-c5ccc(C(=O)O)cc5)c5ccc2[n-]5)C=C4)C=C3)cc1.[Mn+3]
  -17.4%&5.5%, 4.5%&-6.6%, .
20. COc1cccc([C@@H]2Oc3ccc(OC)cc3/C(=N/O[C@@H](C)CN3CCCCc4nc(C)c(C)cc43)[C@@H]2O)c1
  -15.4%[10 µM], 10.5%[10 µM], .
21. COc1c(O)c(O)cc2c1oc1c3cc(C)ccc3oc(=O)c21
  ?, -19.9%, .
22. CC/C=C\C/C=C\C/C=C\C/C=C\C=C\C(O)CCCC(=O)O (stereo not drawn)
  -37.7%, 0.6%, .
23. CC#CC(C)C(OCOC)C(CC(C)Cc1cc(Br)cc(OCc2ccccc2)c1OC)OC (stereo not drawn)
  1.9%[10 µM], -4.6%[10 µM], .
24. CN1CCN(c2nc(-c3cccc(NS(C)(=O)=O)c3)nc3ccccc23)CC1
  8.2%, -13.4%, .
25. CCCn1c(C)nc2c(NCCCN(CCO)CCO)nc(C)nc21
  -17.8%, -7.7%, .
26. N[C@@H]1C(O)OC(CO)C(O)C1O (stereo partly drawn)
  -14.0%, -1.6%, .
27. COc1ccc(CNc2nc(NCc3ccc(OC)cc3)c3ncn(C(C)C)c3n2)cc1
  ?, -23.7%, .
28. Cc1o[nH]c(=O)c1CC[C@H](N)C(=O)O
  3.9%, 4.1%, .
29. C/C1=C\[C@@H](O)C(C(C)C)C(OC(=O)c2ccc(O)cc2)C/C(C)=C/CC1 (stereo partly drawn)
  -17.2%, ?, .
30. COc1ccc2c(c1)O[C@@H](c1cccc(C(F)(F)F)c1)[C@H](OC(=O)NCCOc1ccccc1)C2=O
  12.8%, -10.8%, .
31. COc1cccc(COCCN2CCN(S(=O)(=O)c3ccccc3)CCC2=O)c1
  16.6%, -16.3%, .
32. COCCNc1ncnc2ccc(-c3ccc(C(=O)N(C)C)cc3)cc12
  -2.1%, 5.7%, .
33. COC(=O)c1ccc(-c2ccc(OC)c(C3C4C=CCC(C)C4C(=O)N3Cc3ccccc3)c2)cc1 (stereo not drawn)
  -12.2%, -0.3%, .
34. O=C(c1cnccn1)N1CCC2(CCCN(C(c3ccccc3)c3ccccc3)C2)CC1
  43.9%, -5.4%, .
35. CCOC(C)(C)C
  -21.9%, -2.1%, .
36. O=S(=O)(c1ccccc1)N1CCC2(CC1)CN(c1ccccn1)C2
  -1.9%, 10.4%, .
37. COc1ncc2nc(C)c(=O)n(CCc3ccccc3)c2n1
  6.7%, 3.3%, .
38. CC#C[C@@]1(O)CC[C@H]2[C@@H]3CCC4=CC(=O)CCC4=C3[C@H](c3ccc(N(C)C)cc3)C[C@]21C
  6.0%[16.9 µM], -9.6%[17 µM], .
39. CCOC(CN1CCN(CC(C)C(=O)c2ccccc2)CC1)c1ccccc1 (stereo not drawn)
  10.7%, -1.0%, .
40. O=C(Nc1ccccc1)N1CCC2(CC1)CCN(S(=O)(=O)c1ccccc1)CC2
  14.8%, -0.2%, .
41. CC(C)[C@H](NC(=O)OC(C)(C)C)[C@@H](O)CC(=O)OC(C)(C)C
  -13.7%[10 µM], -2.6%[10 µM], .
42. COC(=O)N1CCC2(CCCN(C(=O)Nc3cccc(C#N)c3)C2)CC1
  -10.8%, 15.9%, .
43. CCOC(=O)N1CCN([N+]([O-])=NOc2cc(O/N=[N+](\[O-])N(CC)CC)c([N+](=O)[O-])cc2[N+](=O)[O-])CC1
  39.1%, 28.3%, .
44. CCC(=O)O[C@]1(C(=O)CCl)[C@@H](C)CC2C3C[C@H](F)C4=CC(=O)C=CC4(C)[C@@]3(F)C(O)CC21C (stereo partly drawn)
  -15.9%, -7.4%, .
45. N#Cc1cccc(NC(=O)N2CC[C@@]3(CCCN(C(=O)c4ccco4)C3)C2)c1
  0.1%, 8.1%, .

Along the list, quoted from above:
VP16 counter for nos. 33 to 39: -0.3%, -5.4%, -2.1%, 10.4%, 3.3%, -9.6%[17 µM], -1.0%

Other results:
Results follow in this order: RORgamma inh, VP16 counter, MBNL1 CUG block
46. Cc1cnc(CNc2nc(-c3ccoc3)nc3ccccc23)cn1
  10.3%, 3.1%, .
47. COC(=O)[C@@H]1CC[C@H](C)[C@@H](c2ccc(C)cc2)N1C(=O)c1ccc(/C=N\OCC[C@@H]2C=C[C@H](OC(C)=O)[C@H](COC(C)=O)O2)cc1
  16.8%[10 µM], 4.4%[10 µM], .
48. C=C(C)OC(C)=O
  -18.6%, 8.6%, .
49. Cc1nc(Nc2ccccc2)c2nc(-c3ccccc3)n(CCN3CCOCC3)c2n1
  -24.3%, -2.5%, .
50. CCCCCCNC(=O)Nc1ccc(S(=O)(=O)Nc2ccc(CCNC[C@H](O)COc3ccc(O)cc3)cc2)cc1
  ?, ?, .
51. CC(C)(C)C(=O)Oc1ccc(S(=O)(=O)Nc2ccccc2C(=O)NCC(=O)O)cc1
  6.3%, 2.6%, .
52. CC(C)(O)C1CC[C@@]2(C)C3CCC4[C@@]5(C)CCCC(C)(C)C5C(O)C[C@]4(C)[C@]3(C)CC[C@@H]12 (stereo partly drawn)
  -11.3%, 7.9%, .
53. O=C1[C@H]2[C@H]3[C@H](O)[C@H](O)C/C(=N/OC[C@@H](O)COCc4ccco4)[C@@H]3CC[C@@H]2C(=O)N1c1cccc(Oc2ccccc2)c1
  -5.9%[10 µM], 1.4%[10 µM], .
54. C[C@H](O)Cn1cnc2c1c(=O)n(C)c(=O)n2C
  8.0%[2.98 µM], -13.2%[17 µM], .
55. COC(=O)NC(c1ccccc1)C1(C(=O)OC)C(=O)Cc2ccccc21 (stereo not drawn)
  18.9%, 4.4%, .
56. CC(Cc1ccccc1)C(=O)NCC1CC1 (stereo not drawn)
  -24.1%, -1.0%, .
57. O=c1c(O)c(-c2ccc(O[C@@H]3O[C@H](CO)[C@@H](O)[C@H](O)[C@H]3O)c(O)c2)oc2cc(O)cc(O)c12
  0.5%, -2.8%, .
58. COc1ccc(-c2nc3cnc(N4CCOCC4)nc3n(CCc3ccccc3)c2=O)cc1
  -1.6%, -5.7%, .
59. CC[C@@]1([C@@H]2O[C@@H]([C@H]3O[C@@](O)(CO)[C@H](C)C[C@@H]3C)C[C@@H]2C)CC[C@@H]([C@]2(C)CCC3(C[C@H](O)[C@@H](C)[C@@H]([C@@H](C)[C@@H](OC)[C@H](C)C(=O)O)O3)O2)O1 (stereo partly drawn)
  ?, ?, .
60. CC1CC=CC2C1C(=O)N(Cc1ccccc1)C2c1ccc2ccccc2c1-c1ccc(N(C)C)cc1 (stereo not drawn)
  -1.7%, -2.6%, .

Some of the entries above, set out differently:
no.	SMILES	RORgamma inh	VP16 counter	MBNL1 CUG block
50	CCCCCCNC(=O)Nc1ccc(S(=O)(=O)Nc2ccc(CCNC[C@H](O)COc3ccc(O)cc3)cc2)cc1	?	?	.
51	CC(C)(C)C(=O)Oc1ccc(S(=O)(=O)Nc2ccccc2C(=O)NCC(=O)O)cc1	6.3%	2.6%	.

(more compounds)
Results follow in this order: RORgamma inh, VP16 counter, MBNL1 CUG block
61. CC[N+](C)(CC)CC(=O)Nc1c(C)cccc1C
  -7.3%, -8.6%, .
62. O=C1CC(c2ccc3c(c2)OCO3)c2cc(O)ccc2O1 (stereo not drawn)
  -0.8%, -2.9%, .
63. COC(=O)N[C@@H](c1cccc(C)c1)C(C(C)=O)C(=O)OC (stereo partly drawn)
  8.1%, -5.4%, .
64. C[C@H]1CS(=O)(=O)CCN1/N=C\c1ccc([N+](=O)[O-])o1
  -23.9%[16.9 µM], 29.2%[17 µM], .
65. N#Cc1cccc(-c2nccc(NCc3ccccc3)n2)c1
  ?, 5.4%, .
66. Cn1c(=O)c(-c2ccc(Cl)cc2)nc2cnc(N3CCNCC3)nc21
  2.3%, -11.3%, .
67. CCc1ccc(C(=O)C(C)CN2CCCCC2)cc1 (stereo not drawn)
  -1.2%, 4.5%, .
68. CC(=O)Nc1ccn(C2OC(C(COC(C)=O)NC(=O)C(CCCCNC(=O)OCc3ccccc3)NC(=O)OC(C)(C)C)C(OC(C)=O)C2OC(C)=O)c(=O)n1 (stereo not drawn)
  -22.8%, -6.7%, .
69. Cc1noc(-c2ccc(CSCCC(=O)O)cc2)c1NC(=O)OC(C)c1ccccc1Cl (stereo not drawn)
  -1.2%, -11.0%, .
70. COc1ccc(C(=O)c2ccc(C)cc2)c(O)c1
  21.8%, -7.2%, .
71. O=C(c1cc(C(F)(F)F)cc(C(F)(F)F)c1)N1CCC2(CCN(Cc3ccccc3)CC2)CC1
  5.8%, -5.4%, .
72. CNc1nc2c(N)ncnc2n1[C@@H]1O[C@@H]2COP(=O)(O)O[C@H]2[C@H]1O
  -0.9%, 3.2%, .
73. CCCC/C=C/C(NC(=O)OCc1ccccc1Cl)c1ccccc1 (stereo not drawn)
  -2.3%, -1.3%, .
74. COc1ccc(CNc2nc(-c3cccc(NS(C)(=O)=O)c3)nc3ccccc23)c(OC)c1
  15.5%, -4.0%, .
75. N=C(N)SCCc1ccc(OCc2ccc([N+](=O)[O-])cc2)cc1
  -29.1%, -22.1%, .

By substructure, the entries above with fluorine.
Results follow in this order: RORgamma inh, VP16 counter, MBNL1 CUG block
11. COCCn1c(=O)c(-c2cc(F)cc(F)c2)nc2cnc(N3CCN(C)CC3)nc21
  -3.8%, -4.6%, .
17. O=C(c1cccc(F)c1)N1CCC2(CC1)CCN(C(c1ccccc1)c1ccccc1)CC2
  13.4%, 4.4%, .
30. COc1ccc2c(c1)O[C@@H](c1cccc(C(F)(F)F)c1)[C@H](OC(=O)NCCOc1ccccc1)C2=O
  12.8%, -10.8%, .
44. CCC(=O)O[C@]1(C(=O)CCl)[C@@H](C)CC2C3C[C@H](F)C4=CC(=O)C=CC4(C)[C@@]3(F)C(O)CC21C (stereo partly drawn)
  -15.9%, -7.4%, .
71. O=C(c1cc(C(F)(F)F)cc(C(F)(F)F)c1)N1CCC2(CCN(Cc3ccccc3)CC2)CC1
  5.8%, -5.4%, .

Source: PubChem BioAssay (National Center for Advancing Translational Sciences (NCATS))

Not all compounds are listed (hit frequency here may not be typical).
